RAD54 inh – inhibitors of human RAD54 branch migration, primary screen, biochemical, fluorescence, single point; inhibition, % at 10.4 µM; RAD54 Holliday junction branch migration, FAM/BHQ fluorescence; 0.14% of 360,000 active; DNA repair and recombination protein RAD54-like (Homo sapiens), Q92698; AID 602329, 2012;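 active = mean normalized replicate activity at least 40 and at least half of replicates scoring 40 or more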;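 also: 0% = median of neutral control wells and 100% = median of positive control wells; inhibitors cause a drop in the FAM fluorescence signal; in these data hits start at about 50%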
Target sequence (Q92698 whole entry, looked up): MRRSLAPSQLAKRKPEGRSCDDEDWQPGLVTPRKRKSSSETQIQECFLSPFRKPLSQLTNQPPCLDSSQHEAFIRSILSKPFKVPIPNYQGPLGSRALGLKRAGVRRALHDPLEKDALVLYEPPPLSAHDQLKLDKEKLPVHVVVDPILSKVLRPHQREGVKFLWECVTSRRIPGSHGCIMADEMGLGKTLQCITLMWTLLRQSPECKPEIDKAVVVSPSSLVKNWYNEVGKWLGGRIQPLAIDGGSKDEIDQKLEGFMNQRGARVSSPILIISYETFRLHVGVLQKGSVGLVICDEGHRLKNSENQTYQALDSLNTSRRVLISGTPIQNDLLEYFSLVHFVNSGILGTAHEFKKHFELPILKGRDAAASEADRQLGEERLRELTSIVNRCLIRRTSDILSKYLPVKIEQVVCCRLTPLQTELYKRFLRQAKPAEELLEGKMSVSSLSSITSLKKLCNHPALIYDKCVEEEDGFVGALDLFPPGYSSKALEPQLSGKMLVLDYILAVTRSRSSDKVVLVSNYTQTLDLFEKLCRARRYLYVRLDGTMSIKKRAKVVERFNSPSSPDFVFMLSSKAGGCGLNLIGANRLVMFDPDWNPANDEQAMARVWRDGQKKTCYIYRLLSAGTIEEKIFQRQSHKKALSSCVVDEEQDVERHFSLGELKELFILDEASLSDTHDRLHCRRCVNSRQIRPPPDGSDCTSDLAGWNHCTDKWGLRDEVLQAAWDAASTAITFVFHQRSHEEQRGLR
INS-1E GSIS act – GLuc luminescence reporter in INS-1E cells, primary screen for activators of glucose-dependent secretion of insulin; 0.61% of 370,000 active; activation, % at 16.6 µM; AID 743287, 2014; INS-1E GLuc reporter insulin secretion, 2-3 h;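 active = lowest replicate activation of at least 40%, so every replicate reaches that level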;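 also: 0% = median of neutral control wells and 100% = median of IBMX positive control wells; some compounds called inactive have numbers as strong as hits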
XiGFP reactiv – activators of inactive X chromosome reactivation, primary screen, imaging, XiGFP fibroblasts, GFP high-content imaging, set 2; XiGFP mouse fibroblasts, % GFP-positive cells imaging, 3 d; cells co-treated with 5-aza-dC sensitizer; scaled so ellipticine positive control = 100%; activation, % at 7.58 µM; 0.055% of 360,000 active; AID 743238, 2013;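 active = mean normalized replicate activation at least 10% and every replicate at or above 10%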;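 also: 0% = median of on-plate neutral control wells and 100% = ellipticine 6 µM median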
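System: XiGFP fibroblasts, SV40-immortalized. Medium: DMEM plus 5-aza-dC sensitizer. Doses: single point. Timing: 3 d treatment, 15 min room-temperature fixation. Control set: ellipticine 6 µM.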
Numbers without * were called inactive.

SMILES	RAD54 inh	INS-1E GSIS act	XiGFP reactiv
COc1ccccc1/C=C1\CCCC2=C1Nc1nnnn1C2c1ccccc1OC (configuration not stated)	-4	-21	0.4
NC(=O)/C=C\c1cn(-c2ccccc2)nc1-c1ccc2c(c1)OCCO2	-6	4	0.0
COc1ccc(C(=O)Nc2ccccc2N2CCOCC2)cc1[N+](=O)[O-]	4	38	0.3
Cc1ccc(S(=O)(=O)N(CC(=O)N/N=C/c2ccco2)c2cc(Cl)cc(Cl)c2)cc1	-3	-24	1.9
COc1ccc2c(c1)nc(SCC(C)O)n2C (configuration not stated)	3	9	0.6
COc1ccc(C(=O)Nc2ccc(Cl)c(S(=O)(=O)Nc3ccccc3OC)c2)cc1	2	-38	0.0
O=S(=O)(NCC(c1ccco1)N1CCN(c2ccccc2)CC1)c1ccc(F)cc1 (configuration not stated)	-7	-32	0.0
CCCCCC(=O)Nc1ccccc1N1CCOCC1	-4	5	0.0
COc1ccc(/C=N/NC(=O)c2ccc(COc3ccccc3Cl)o2)c(OC)c1C	-3	152*	0.2
CCC(CC)=NNc1cccc([N+](=O)[O-])c1	-2	3	0.3
S=C(NCc1cccc(Cl)c1)NC1CCCCC1	-12	-13	0.0
COc1ccccc1CNC(=O)/C=C/c1ccc(S(=O)(=O)NCc2ccco2)cc1	1	7	0.0
O=C(CNC(=O)c1ccccc1)Nc1cccc(C(F)(F)F)c1	-13	-6	0.0
Cc1nn(-c2cc(C(F)(F)F)ccc2Cl)c2nc(C(F)(F)F)[nH]c(=O)c12	-3	-4	-0.2
COc1cc(NC(=O)c2ccc(OC)c([N+](=O)[O-])c2)ccc1NC(=O)c1cccs1	7	11	0.3
O=C(CSc1nc2ccccc2o1)Nc1nc(-c2ccccc2)cs1	4	-4	0.4
O=c1cc(O)c2sc3nc(-c4ccccc4)cc(C(F)(F)F)c3c2[nH]1	-5	27	-0.1
O=C(CCC(=O)Nc1ccccc1Cl)NNC(=O)c1ccco1	5	8	0.2
Nc1cc(C(F)(F)F)ccc1Nc1ccccc1	-4	1	0.0
c1ccc2c(c1)OCCOCCOCCOCCOc1ccccc1OCCOCCOCCO2	-3	1	-0.1
Cc1cccc(CCNC(=O)CCNC(=O)Cn2ccc3ccccc3c2=O)c1	-2	-3	0.1
O=C(Nc1ccc(S(=O)(=O)Nc2nccs2)cc1)c1ccc(S(=O)(=O)N2CCOCC2)cc1	1	6	0.1
Cc1ccc(S(=O)OCC(=O)Nc2cc(Cl)ccc2N2CCOCC2)cc1 (configuration not stated)	-6	-5	0.0
Cc1ccnc(NS(=O)(=O)c2ccc(NC(=O)Cc3ccccc3)cc2)n1	-10	28	-0.1
Cc1cccc(NC(NC(=O)c2ccccc2[N+](=O)[O-])C(Cl)(Cl)Cl)c1 (configuration not stated)	-4	-12	0.1
COc1ccc(/C(O)=C2\C(=O)C(=O)N(CCN(C)C)C2c2cccc(OC)c2OC)cc1 (configuration not stated)	-6	3	0.1
COCC(=O)Nc1ccc([N+](=O)[O-])cc1C	-10	10	-0.1
CC(=O)NN1C(=O)c2ccccc2NC1c1ccccn1 (configuration not stated)	-8	0	0.4
Cn1c(=NC(=O)c2ccccc2[N+](=O)[O-])sc2cc(S(C)(=O)=O)ccc21	0	87*	0.5
CCCNC(=S)N1CCN(C)CC1	3	4	0.2
CCCCN(C)C(=S)Nc1ccc(Oc2ccccc2)cc1	9	-21	0.3
CCCCn1c(SCc2nc3ccccc3s2)nc2ccccc2c1=O	-7	-10	0.8
COc1cccc(/C=C/C(=O)OCC(=O)NCC2CCCO2)c1 (configuration not stated)	6	-1	0.8
O=C(Nc1cccc(Cl)c1)Nc1nnc(CSCCOc2ccc(Cl)cc2)s1	1	54*	0.0
O=C(Cc1ccccc1)N/N=C/c1ccc(-c2ccc([N+](=O)[O-])cc2)o1	-1	10	0.0
O=C(/C=C/c1ccc2c(c1)OCO2)Nc1nc2ccccc2s1	-1	21	0.2
Cc1ccc(NC(=S)N(CCCN2CCOCC2)Cc2ccco2)cc1Cl	-2	4	0.0
O=C(CCC(=O)OCC(=O)c1ccc([N+](=O)[O-])cc1)NC1CCCCC1	-8	-10	0.0
COc1ccc(NC(=O)C(c2cc3c(cc2[N+](=O)[O-])OCO3)N(C)Cc2ccccc2)cc1 (configuration not stated)	-1	-19	0.1
CCn1ncc(Br)c1C(=O)Nc1ccn(C23CC4CC(CC(C4)C2)C3)n1	-6	-5	2.9
COc1ccccc1C(=O)ON=C1c2ccccc2-c2ccccc21	-2	-1	0.5
Cc1cccc(OC(=O)n2c(=S)oc3cc(Cl)ccc32)c1	-9	-23	0.1
CCc1ccc(S(=O)(=O)N(C(=O)c2ccncc2)c2ccc(OC(=O)c3ccncc3)cc2)cc1	4	-18	0.1
Cc1ccc(NC(=O)CN(C)CC(=O)Nc2ccc(N3CCOCC3)cc2)c(C)c1	-5	-11	0.0
CCOc1ccccc1CN1CCN(Cc2[nH]c3ccccc3c2C)CC1CCO (configuration not stated)	-2	-7	0.0
CCOC(=S)SCC(=O)Nc1nc(-c2ccccc2)cs1	3	-19	0.0
COCCCNC(=O)c1cccc2c(=O)c(C)c(-c3ccccc3)oc12	-2	21	-0.1
O=c1c2ccccc2nc(SCc2cccc(F)c2)n1C1CCCC1	0	17	0.3
COC(=O)N/N=C/c1ccc([N+](=O)[O-])s1	4	-11	0.2
O=C(CSc1nnc(SCc2ccc(Cl)cc2)s1)N/N=C/c1ccccc1Cl	-4	-21	0.5
CCOC(=O)Cc1cc(-c2ccc(F)cc2)nc2ccc3ccccc3c12	-9	15	0.2
CC(=O)c1cc(-c2ccccc2)n(CCC(=O)NC2CCC(C)CC2)c1C (configuration not stated)	-7	-20	-0.1
CCC(C)NC(=O)CNC(=S)N(CCCN1CCOCC1)Cc1cccs1 (configuration not stated)	3	2	0.1
CCS(=O)(=O)Nc1cccc(C2=NN(S(=O)(=O)c3ccc(C)cc3)C(c3cccs3)C2)c1 (configuration not stated)	6	-24	-0.1
CC(=O)c1ccc(S(=O)(=O)Nc2cccc(S(=O)(=O)NC3=NCCC3)c2)cc1	10	4	-0.1
O=C(Nc1cccc(N=Cc2cc(Br)cc(Br)c2O)c1)c1ccco1	-6	-22	-0.1
Cc1ccc(Cc2cnc(N3C(=N)SC(c4ccccc4)C3=O)s2)cc1 (configuration not stated)	3	1	0.2
Cc1nn(Cc2ccccc2)c(C)c1NC(=O)CCCn1nc([N+](=O)[O-])c(Cl)c1C	-4	-21	0.3
Nc1nnc(SCC(=O)OCc2ccc(Cl)c(Cl)c2)s1	-3	-7	-0.1
Cc1cccc2cc(CN(CC3CCCO3)C(=S)Nc3ccccc3)c(=O)[nH]c12 (configuration not stated)	6	-20	-0.1

Arranged by length of the SMILES (lowest first): 21 of the compounds above.
SMILES	RAD54 inh	INS-1E GSIS act	XiGFP reactiv
CCCNC(=S)N1CCN(C)CC1	3	4	0.2
CCCCCC(=O)Nc1ccccc1N1CCOCC1	-4	5	0.0
Nc1cc(C(F)(F)F)ccc1Nc1ccccc1	-4	1	0.0
COCC(=O)Nc1ccc([N+](=O)[O-])cc1C	-10	10	-0.1
CCCCN(C)C(=S)Nc1ccc(Oc2ccccc2)cc1	9	-21	0.3
CCOC(=S)SCC(=O)Nc1nc(-c2ccccc2)cs1	3	-19	0.0
CCCCn1c(SCc2nc3ccccc3s2)nc2ccccc2c1=O	-7	-10	0.8
COc1cccc(/C=C/C(=O)OCC(=O)NCC2CCCO2)c1 (configuration not stated)	6	-1	0.8
O=C(CNC(=O)c1ccccc1)Nc1cccc(C(F)(F)F)c1	-13	-6	0.0
CCC(C)NC(=O)CNC(=S)N(CCCN1CCOCC1)Cc1cccs1 (configuration not stated)	3	2	0.1
O=C(Nc1cccc(N=Cc2cc(Br)cc(Br)c2O)c1)c1ccco1	-6	-22	-0.1
COc1ccccc1/C=C1\CCCC2=C1Nc1nnnn1C2c1ccccc1OC (configuration not stated)	-4	-21	0.4
NC(=O)/C=C\c1cn(-c2ccccc2)nc1-c1ccc2c(c1)OCCO2	-6	4	0.0
O=c1cc(O)c2sc3nc(-c4ccccc4)cc(C(F)(F)F)c3c2[nH]1	-5	27	-0.1
Cc1ccc(NC(=O)CN(C)CC(=O)Nc2ccc(N3CCOCC3)cc2)c(C)c1	-5	-11	0.0
O=C(Cc1ccccc1)N/N=C/c1ccc(-c2ccc([N+](=O)[O-])cc2)o1	-1	10	0.0
Cc1nn(-c2cc(C(F)(F)F)ccc2Cl)c2nc(C(F)(F)F)[nH]c(=O)c12	-3	-4	-0.2
Cn1c(=NC(=O)c2ccccc2[N+](=O)[O-])sc2cc(S(C)(=O)=O)ccc21	0	87*	0.5
COc1cc(NC(=O)c2ccc(OC)c([N+](=O)[O-])c2)ccc1NC(=O)c1cccs1	7	11	0.3
Cc1ccc(S(=O)(=O)N(CC(=O)N/N=C/c2ccco2)c2cc(Cl)cc(Cl)c2)cc1	-3	-24	1.9
CCc1ccc(S(=O)(=O)N(C(=O)c2ccncc2)c2ccc(OC(=O)c3ccncc3)cc2)cc1	4	-18	0.1

(more compounds)
SMILES	RAD54 inh	INS-1E GSIS act	XiGFP reactiv
O=[N+]([O-])c1cccc(C(=S)N2CCN(c3ccccc3)CC2)c1	4	13	0.1
CCNc1nc(Cl)nc(NCCOc2ccc(C)cc2)n1	10	-6	0.1
O=C(N/N=C/c1ccccc1F)c1ccc(COc2ccccc2Cl)o1	-8	7	0.0
Nc1nc(SCC(=O)NCc2ccccc2Cl)[nH]c(=O)c1NC(=O)c1ccccc1F	0	13	-0.1
CCN(CC(=O)NCc1ccc(F)cc1)C(=O)COc1ccc(C)c(C)c1	18	-7	0.8
O=C(NC1CC1)C1CCCN(C(=O)Nc2ccc(F)cc2)C1 (configuration not stated)	-2	-1	0.3
CC(C)(C)N(NC(=O)c1ccccc1)C(=O)c1ccc(C(=O)N(NC(=O)c2ccccc2)C(C)(C)C)cc1	-1	0	0.0
CCOc1ccc(/C=N/OCC(=O)NCc2cccs2)cc1	4	-16	0.0
CCOC(=O)c1c(NC(=S)NCCc2ccccc2)sc2c1CC(C(C)C)OC2 (configuration not stated)	5	-20	0.0
O=C(COc1ccc(Cl)cc1)NCCSCc1ccccc1Cl	0	-17	0.0
COc1cc(OC)cc(C(=O)Nc2ccc([N+](=O)[O-])cn2)c1	6	2	0.2
CCCNC(=O)Cn1nc([N+](=O)[O-])c([N+](=O)[O-])c1C	-2	23	0.1
CCOc1ccc(N=C2NC(=O)/C(=C/C(=O)OC)S2)cc1	12	-11	0.1
O=S(=O)(c1ccccc1)N1CCN(C(=S)Nc2ccc(F)cc2)CC1	17	-7	-0.1
Cc1ccc(N2CCC(N3CCN(C4CCCCC4)C(CCO)C3)CC2)cc1 (configuration not stated)	1	-2	0.0
CCOc1ccc2c(c1)c(N=Nc1cccc(C(=O)O)c1)c(O)n2C	-2	30	0.0
O=S(=O)(Nc1ccc(Cc2ccncc2)cc1)c1ccc(Cl)s1	0	-5	0.2
CCN(C=NC1=NN(c2cccc(C(F)(F)F)c2)CC1)CC	-4	2	-0.2
O=C(N/N=C/c1ccc(OC(=O)c2ccccc2)c([N+](=O)[O-])c1)c1ccc(O)cc1	-17	-8	0.2
COc1cc(C(=O)N/N=C/C2CC=CCC2)cc(OC)c1OC (configuration not stated)	2	6	0.0
CCc1cc(-c2n[nH]c(=S)n2CC)cs1	2	32	0.2
COc1ccc(/C=C/c2nc(-c3ccccc3O)n[nH]2)cc1OC	1	-9	1.2
CC(=O)Nc1ccc(Oc2cnccn2)cc1	1	19	-0.2
CC(=O)N/C(=C/c1ccc2c(c1)OCO2)C(=O)NCC(=O)O	-2	26	0.1
Cc1nn(Cc2ccccc2)c(Cl)c1/C=N/NC(=O)CNc1cccc(C(F)(F)F)c1	4	1	0.1
COc1cc(CN2CCNC(=O)C2CC(=O)N(C)Cc2cccnc2)cc(OC)c1 (configuration not stated)	-1	-4	0.0
CC(C)=CCC/C(C)=C/C=N/NC(=O)c1ccc([N+](=O)[O-])cc1	-8	-9	0.2
CCOc1ccc(NC(=O)CNC(=O)COc2ccccc2)cc1	5	-2	0.3
CN(C)CCCN(C(=O)c1sc2ccccc2c1Cl)c1nc2ccc(F)cc2s1	5	-7	0.1
COc1ccccc1N(CC(=O)NCC(C)C)S(=O)(=O)c1cccs1	5	18	0.0
COc1cc(/C=N/Nc2ccc(Cl)cc2)ccc1OC(=O)c1cccs1	-4	-30	0.0
Cc1ccc(C(=O)NCC(=O)OCC(=O)N2CCCc3ccccc32)cc1	2	22	0.0
Cn1c(-c2cccc3ccccc23)n[nH]c1=S	2	7	0.0
COc1cc(NS(=O)(=O)c2ccc(NC(=S)NC(=O)c3sc4ccccc4c3Cl)cc2)ncn1	-13	6	0.1
Cn1c(CC(=O)Nc2ccccc2C(F)(F)F)c(Sc2ccccc2)c2ccccc21	-5	12	0.2
Cc1ccc(C(=O)N(CC(=O)Nc2ccc(Cl)c(Cl)c2)Cc2ccco2)cc1	6	-43	0.0
O=S(=O)(c1ccc(NC(=S)NCCc2ccccc2)cc1)N1CCOCC1	7	-6	0.0
CC[n+]1c(/C=C(/C)SC)sc2ccccc21	1	-19	0.0

A portion of the library. The share of hits here may be higher or lower than overall.
